IL-1B inflam inh: qHTS for Inhibitors of Inflammasome Signaling: IL-1-beta AlphaLISA Primary Screen | THP-1 LPS/ATP IL-1B secretion, AlphaLISA, 16 h; active compounds read low | activity change, % at 57.5 µM | 360,000 compounds, 4.7% hits; in the data active means activity change below about -50%; inconclusive means mostly about -30% to -49%; further: on the % scale 0 is the no-effect control and ±100 the full control effect
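THP-1 cells pretreated 1 hr with compounds (up to 57.5 uM final), then stimulated with LPS (250 ng/mL final) plus ATP (1.25 mM final); secreted IL-1B measured by AlphaLISA after 16 hr, decreased signal indicating inhibition.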
KB-V1 MDR tox: qHTS assay for MDR1-selective chemotherapeutics: Primary screen using the drug-selected MDR subline cells KB-V1 | Potency, µM (titrated, usually from 46.1 µM), for the others: top-dose activity change, negative = cytotoxicity, hits mostly cytotoxic | KB-V1 MDR cells viability, CellTiter-Glo, 72 h | 400,000 compounds, 3.4% hits; further: potency means the concentration at half of the fitted maximal effect; on the % scale 0 is the no-effect control and ±100 the full control effect; nearly all actives have a fitted effect of over 60% in size
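qHTS viability screen in drug-selected KB-V1 MDR cells: 72 h compound treatment at 37 degrees C, ATP luminescence end point.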
SW480 rerep: A quantitative high throughput screen for small molecules that induce DNA re-replication in SW480 colon adenocarcinoma cells. SW480 DNA re-replication, Hoechst DNA content imaging, 48 h. Potency, µM (top dose mostly 46.1 µM), for the others: at the top dose re-replication activation, usual class: activators. 340,000 compounds, 1.8% hits; further: potency means the concentration at half of the fitted maximal effect; % of control where 0% means no effect; nearly all actives have a fitted effect of over 55% in size
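Cells (250 per well) received 23 nL compound or DMSO by pin tool and were kept 48 hr at 37 C, 5% CO2. Nuclei were then stained with Hoechst for 40 min and scanned for DNA content.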
S2 tox: Viability Counterscreen for Primary qHTS for Inhibitors of ATXN expression. S2 cells (HEK-293 line with an ATXN2-luciferase reporter) viability, CellTiter-Fluor protease fluorescence, 24 h. Potency, µM (highest dose often 56.7 µM), actives largely listed as cytotoxic. 400,000 compounds, 0.49% hits; further: potency means the concentration at half of the fitted maximal effect; nearly all actives have a fitted effect of over 40% in size
KB-3-1 cytotox: qHTS assay for MDR1-selective chemotherapeutics: Primary screen using the parental adenocarcinoma cell KB-3-1; AID 1347075, 2019; 400,000 compounds, 1.4% hits; KB-3-1 viability, CellTiter-Glo ATP luminescence, 72 h; Potency, µM (highest dose often 46.1 µM), inactives show at the top dose activity change, negative = cytotoxic, hits mostly cytotoxic; further: potency means the concentration at half of the fitted maximal effect; on the % scale 0 is the no-effect control and ±100 the full control effect; nearly all actives have a fitted effect of over 60% in size
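Parental KB-3-1 adenocarcinoma cells in phenol-red-free DMEM with 10% FBS were pin-treated with compounds at several concentrations, incubated 72 h at 37 °C, and viability read by CellTiter-Glo luminescence; concentration-effect curves were fitted after normalization.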
ATXN2 expr inh: Primary qHTS for Inhibitors of ATXN expression; HEK-293 ATXN2-luciferase reporter, luminescence, 24 h; Potency, µM (top dose mostly 57 µM), inactives show at the top dose activity change, negative = inhibition, hits mostly inhibitors; 360,000 compounds, 0.72% hits; AID 1745845, 2022; further: potency means the concentration at half of the fitted maximal effect; on the % scale 0 is the no-effect control and ±100 the full control effect; nearly all actives have a fitted effect of over 55% in size
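ATXN2-luciferase reporter cells (luciferase flanked by upstream and downstream ATXN2 gene portions) were treated 24 h at 37 °C with compounds at up to 57 uM. SteadyGlo luminescence gave expression; GF-AFC fluorescence gave viability.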
MCF10A rerep: A quantitative high throughput screen for small molecules that induce DNA re-replication in MCF 10a normal breast cells; MCF 10A DNA re-replication, Hoechst nuclear intensity, 48 h; Potency, µM (series often up to 46.1 µM), without a hit: at the highest dose activity, positive = re-replication, actives largely listed as activators; 350,000 compounds, 2.9% hits; further: potency means the concentration at half of the fitted maximal effect; % of control where 0% means no effect; nearly all actives have a fitted effect of over 50% in size
HT1080 IDH1KD tx: qHTS for induction of synthetic lethality in tumor cells producing 2HG: qHTS for the HT-1080-IDH1KD cell line; HT-1080 IDH1 knockdown viability, ATP luminescence, 48 h; 360,000 compounds, 2% hits; Potency, µM (highest dose often 46.1 µM), for the others: at the highest dose activity, negative = toxicity, usual class: cytotoxic; AID 686971, 2013;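 further: potency means the concentration at half of the fitted maximal effect; 0% = DMSO wells and -100% = cell-free medium wells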
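Luminescent ATP read-out (CellTiter-Glo, 10 min at room temperature) after 48 h compound exposure at 37 °C gave viability of IDH1-knockdown HT-1080 cells. Activity was normalised to DMSO and cell-free wells, then fitted as concentration-response curves.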
HT1080-NT tox: qHTS for induction of synthetic lethality in tumor cells producing 2HG: qHTS for the HT-1080-NT fibrosarcoma cell line | HT-1080-NT fibrosarcoma viability, CellTiter-Glo ATP luminescence, 48 h | Potency, µM (highest dose often 46.1 µM), inactives show at the highest dose activity, negative = less viability, hits mostly cytotoxic | 360,000 compounds, 1.6% hits | AID 686970, 2013;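 further: NT is the 2HG producing partner of a matched IDH1 knockdown line; potency means the concentration at half of the fitted maximal effect; 0% = DMSO-treated cells and -100% = media-only wells without cells; nearly all actives have a fitted effect of over 55% in size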
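Read-out is CellTiter-Glo luminescence after 10 minutes at room temperature, following 48 hours' compound treatment of HT-1080-NT cells (750 cells/well, RPMI, 5% FBS, 37 degrees C).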
Starred values were filed as active, the others as inactive; i = inactive; ? = inconclusive; / = no result given; [ ] = another dose, or the depositor's remark. Unless noted, the call rests on the fitted dose curve; in most records, active means well fitted curve in the direction sought with a large enough effect; inconclusive means small, poorly fitted or top-dose-only effect, or another doubt; inactive means no such curve, though single readings can be large; an effect the other way counts as inactive or inconclusive.

Start of the data: the first 2 compounds (preview)
Screens in order: IL-1B inflam inh | KB-V1 MDR tox | SW480 rerep | S2 tox | KB-3-1 cytotox | ATXN2 expr inh | MCF10A rerep | HT1080 IDH1KD tx | HT1080-NT tox
O=C(Nc1ncc2c(n1)-c1ccccc1OC2)c1ccc(F)cc1
  13 | -25% | -4% | i | ? | 2% | 1% | 20% | 6%
CCC(=O)c1ccc(OCC(O)CN2CCN(c3ccc(F)cc3)CC2)cc1 (stereo not given)
  13 | 6% | -4% | i | 4% | -11% | 834%[0.0737 µM] | 10% | -1%

Main list (from the top)
Screens in order: IL-1B inflam inh | KB-V1 MDR tox | SW480 rerep | S2 tox | KB-3-1 cytotox | ATXN2 expr inh | MCF10A rerep | HT1080 IDH1KD tx | HT1080-NT tox
O=C(Nc1ncc2c(n1)-c1ccccc1OC2)c1ccc(F)cc1
  13 | -25% | -4% | i | ? | 2% | 1% | 20% | 6%
CCC(=O)c1ccc(OCC(O)CN2CCN(c3ccc(F)cc3)CC2)cc1 (stereo not given)
  13 | 6% | -4% | i | 4% | -11% | 834%[0.0737 µM] | 10% | -1%
O=C(CN1CCCC1)Nc1ccc(Cl)cc1C(F)(F)F
  -11 | 0% | -56%[inhibitor] | i | -1% | / | -3% | 2% | 0%
COc1ccc(C(=O)c2ccc(N(C)C)cc2)c2ccccc12
  55 | 2.1µM* | -3% | i | 5.2µM* | 50%[activator] | -3% | 2.8µM* | 1.6µM*
O=C(Cc1ccc(S(=O)(=O)N2CCCC2)s1)Nc1nc2c(s1)CCCC2
  34 | 0% | 17% | ? | -14% | 10% | 8% | 4% | 13%
O=C(NN=C1CCCC1)c1ccc(O)cc1
  -21 | 0% | -41%[inhibitor] | i | 20% | -11% | 8% | 3% | 7%
O=C(O)/C=C/C(=O)Nc1ccc(OC(F)F)cc1
  -3 | ? | 1% | i | 1% | / | -1% | 0% | -3%
O=C1c2ccccc2C(=O)N1CCC#Cc1ccc2cc(CCO)oc(=O)c2c1
  -18 | -20% | -10% | i | -7% | -3% | -10% | 8% | 0%
COc1ccc(C2CC2C(C)=O)cc1 (stereo not given)
  25 | -4% | -5% | i | 3% | 4% | -12% | 9% | 4%
CCOc1[nH]n(-c2ccc(Cl)cc2)c(=O)c1C=Nc1ccc(OC)cc1
  -15 | -1% | -9% | i | ? | ? | 1% | 8% | 7%
CC1(c2ccccc2)CC(C)(C)N(C(=O)CSc2nnc(N)s2)c2ccccc21 (stereo not given)
  2 | 16µM* | ? | ? | -29% | ? | ? | -11% | -16%
COc1ccc(C2/C(=C(\O)c3ccc4c(c3)OCCO4)C(=O)C(=O)N2CCCN(C)C)cc1 (stereo not given)
  9 | 5% | -3%[9.22 µM] | i | 10% | -5% | -3% | 1% | 2%
CC1CCCC(N2CCN(C(=O)c3ccc(F)cc3)CC2)C1 (stereo not given)
  81 | 5% | -2% | i | 2% | 3% | 28% | 0% | 8%
O=C1CSC(=Nc2ccc(F)cc2)N1
  0 | 14% | -9% | i | 11% | 1% | -2% | -1% | -1%
CCCc1cc(=O)oc2cc(OCC(=O)N3CCN(C(=O)C4COc5ccccc5O4)CC3)ccc12 (stereo not given)
  -8 | -12% | -8% | i | 4% | -37% | -3% | -3% | -20%
O=c1c2ccccc2nc2n1C(CBr)CN2 (stereo not given)
  -15 | 26% | -4% | i | -3% | 6% | -1% | 20% | ?
O=C(CC[C@H]1O[C@@H](n2cnc3c(NC(=O)c4ccccc4)ncnc32)[C@H](O)[C@@H]1O)NCC1CCN(Cc2ccccc2)CC1
  19 | 17% | / | i | 0% | -4% | / | 8% | ?
CCOC(=O)C1Nc2ccccc2C2c3ccccc3CC12 (stereo not given)
  -10 | -7% | ? | i | -9% | -24% | ? | -2% | -1%
CC(NC(=O)c1cnc2ccccc2n1)c1ccccc1 (stereo not given)
  39 | ? | -3% | i | 5% | 19% | 17% | -15% | -9%
COc1ccc(C=O)c(OCc2cn(CC(=O)c3ccc(O)cc3)nn2)c1
  13 | 14% | -2% | i | -2% | 0% | ? | 4% | 3%
Cc1ccc(-c2nnn(Cc3nc4ccccc4s3)n2)cc1
  16 | -28% | 12% | i | -2% | 58%[activator] | 19% | -4% | 0%
Cn1cnnc1SCCn1c(N2CCCCC2)nc2c1c(=O)[nH]c(=O)n2C
  -25 | -19% | -1% | i | 0% | 8% | 1% | 2% | 1%
CCC1(C)Cc2c(sc3c2c(=O)n(-c2ccccc2)c(=O)n3C)CO1 (stereo not given)
  -11 | ? | -52%[inhibitor] | i | -1% | 5% | ? | 9% | 6%
CCOC(=O)c1ccc(N2C(=O)c3n[nH]c(C)c3C2c2cccnc2)cc1 (stereo not given)
  -3 | 11% | -1% | i | -6% | 2% | ? | 7% | 1%
COc1ccc(C(=O)Nc2ccc3ccccc3c2)cc1
  -5 | -17% | 5% | i | -19% | / | -8% | -6% | -1%
CCOC(=O)c1sc2nccc(OC)c2c1N=CN(C)C
  -13 | 16% | -10% | i | -2% | -15% | 0% | 1% | 2%
CCN(C[C@H]1N[C@@](Cc2ccccc2)(C(=O)OC)[C@H]2C(=O)N(C)C(=O)[C@@H]12)S(=O)(=O)c1ccc(OC)cc1
  -18 | 0% | ? | ? | 0% | -9% | 5% | 2% | 2%
Cc1noc(C)c1NC(=O)N(C)C[C@H]1Oc2ccc(NC(=O)NC(C)C)cc2C(=O)N([C@H](C)CO)C[C@@H]1C
  -2 | 9% | -10% | i | 2% | 5% | 0% | 18% | 8%
CCOC(=O)c1c(NC(=O)CN2C(=O)NC3(CCC(C)CC3)C2=O)sc(C)c1CC (stereo not given)
  16 | -28% | -1% | i | 13% | -18% | 1% | 1% | 4%
CC(C)OP(=O)(c1ccc(N(C)C)cc1)C(Nc1ccccc1)c1cccnc1 (stereo not given)
  1 | 4% | 2% | i | -3% | -2% | -3% | 1% | -2%

Other structures:
Screens in order: IL-1B inflam inh | KB-V1 MDR tox | SW480 rerep | S2 tox | KB-3-1 cytotox | ATXN2 expr inh | MCF10A rerep | HT1080 IDH1KD tx | HT1080-NT tox
CC1=C(C(=O)N2CCOCC2)CC(CC(=O)NC2CCCCC2)C(=O)N1Cc1ccccc1 (stereo not given)
  -1 | ? | / | ? | ? | 9% | / | 14% | 3%
O=C(CSc1nncs1)Nc1ccc2c(c1)OCCO2
  -1 | 21% | / | i | 5% | 9% | / | 0% | -1%
Cn1nc(C(=O)N2CCCc3ccccc32)c2ccccc2c1=O
  65 | -16% | -38%[inhibitor] | i | 22% | -14% | 6% | 0% | 7%
CC(C)C[C@@H](C)C(=O)N(Cc1ccccc1)c1ccccc1
  -8 | 10% | -4% | i | 12% | -4% | -18% | 2% | 11%
Cc1ccc(N(C)S(=O)(=O)c2cccc(C(=O)OCC(=O)c3c(N)n(C)c(=O)n(C)c3=O)c2)cc1
  51 | ? | ? | i | -26% | ? | 24% | -20% | -24%
CC(NC(=O)C1CCN(S(=O)(=O)c2cccs2)CC1)c1cccc(Cl)c1 (stereo not given)
  -10 | -2% | -1% | i | 0% | 6% | -2% | 3% | -3%
CCCNS(=O)(=O)c1ccc(CCC(=O)N2CCCCC2)cc1
  -5 | 5% | ? | ? | 9% | -1% | 5% | 3% | 6%
Cn1nc(C(=O)Nc2ccc(S(=O)(=O)N3CCCC3)cc2)ccc1=O
  -8 | -5% | 1% | i | 9% | -11% | -2% | 10% | 8%
COc1cc2[nH]c(=O)n(Cc3ccc(C(=O)NC4CCN(Cc5ccccc5)CC4)cc3)c(=O)c2cc1OC
  2 | -6% | 1% | i | ? | / | 0% | 1% | 0%
c1ccc2c(c1)OCC(c1csc3ncnc(N4CCOCC4)c13)O2 (stereo not given)
  -10 | -24% | -4% | i | -12% | -7% | -3% | 9% | 10%
CN(C)C(CNC(=O)CN1C(=O)NC2(CCc3ccccc32)C1=O)c1ccco1 (stereo not given)
  18 | 5% | -4% | i | 3% | 3% | -1% | 20% | 18%
Cc1cc(=O)[nH]n(CCO)c1=O
  31 | 1% | -45% | i | -1% | 0% | 0% | 0% | 7%
CCCOc1ccc(/C(O)=C2/C(=O)C(=O)N(c3ccccn3)C2c2ccc(OC)cc2)cc1C (stereo not given)
  -7 | ? | 1% | i | -5% | 0% | ? | -23% | -27%
O=C(OCc1cc2ccccc2[nH]c1=O)c1ccc([N+](=O)[O-])cc1
  -1 | ? | -23% | ? | 2% | / | -2% | 3% | 2%
O=C(NCCNC(=O)C(c1ccccc1)c1ccccc1)c1ccco1
  17 | ? | -8% | i | -2% | -10% | 7% | -2% | 4%
O=C(CCn1cnnn1)N1CCCC(Nc2ccc(F)cc2)C1 (stereo not given)
  16 | / | 4% | i | / | 4% | 7% | -4% | -4%

Five compounds already listed, arranged by number of heavy atoms, smallest number first:
Screens in order: IL-1B inflam inh | KB-V1 MDR tox | SW480 rerep | S2 tox | KB-3-1 cytotox | ATXN2 expr inh | MCF10A rerep | HT1080 IDH1KD tx | HT1080-NT tox
O=C(CSc1nncs1)Nc1ccc2c(c1)OCCO2
  -1 | 21% | / | i | 5% | 9% | / | 0% | -1%
CC(C)C[C@@H](C)C(=O)N(Cc1ccccc1)c1ccccc1
  -8 | 10% | -4% | i | 12% | -4% | -18% | 2% | 11%
Cn1nc(C(=O)N2CCCc3ccccc32)c2ccccc2c1=O
  65 | -16% | -38%[inhibitor] | i | 22% | -14% | 6% | 0% | 7%
Cn1nc(C(=O)Nc2ccc(S(=O)(=O)N3CCCC3)cc2)ccc1=O
  -8 | -5% | 1% | i | 9% | -11% | -2% | 10% | 8%
CCCOc1ccc(/C(O)=C2/C(=O)C(=O)N(c3ccccn3)C2c2ccc(OC)cc2)cc1C (stereo not given)
  -7 | ? | 1% | i | -5% | 0% | ? | -23% | -27%

Screening data from PubChem.
